# Source: PubChem
# CCT modulator: modulators of cytosolic chaperonin (CCT/TRiC) activity; 0.3% of 360,000 active; activity change, % (no concentration beside the values), hits read low; purified chaperonin ATPase assay, HTRF ADP detection, 30 min; in the data active means activity change below about -30%; further: on the % scale 0 is the no-effect control and ±100 the full control effect
#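 TRiC (40 or 20 nM final, by batch activity) in 30 mM Tris pH 7.4, 100 mM KCl, 5 mM MgCl2, 1 mM DTT was treated with compound at 76 uM single dose, then 10 uM ATP, 30 min at 37 °C. ADP was read by HTRF Transcreener.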
# MmCpn inh: blocks the Methanococcus maripaludis chaperonin Mm-Cpn | Potency, µM (doses to about 76.9 µM), without a hit: at the highest dose activity, negative = inhibition, actives largely listed as inhibitors | purified Mm-Cpn ATPase, ADP Transcreener TR-FRET | AID 504842 | 0.031% of 330,000 active; further: potency means the concentration at half of the fitted maximal effect; on the % scale 0 is the no-effect control and ±100 the full control effect; nearly all actives have a fitted effect of over 80% in size
#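 ATPase turnover read by TR-FRET ADP competition (Eu cryptate antibody/ADP-d2, 665/590 nm): 10uM ATP final, 25nM Mm-CPN final, 30 min 37degC after 10-min compound preincubation, pH 7.4 Tris/KCl/MgCl2/DTT buffer.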
# WRN helicase inh: WRN helicase (human) inhibition | AID 651768 | Q14191 | Potency, µM (doses to about 114 µM), for the others: at the highest dose activity change, negative = inhibition, actives largely listed as inhibitors | WRN helicase unwinding, fluorescent forked duplex, kinetic | 0.46% of 360,000 active; further: potency means the concentration at half of the fitted maximal effect; on the % scale 0 is the no-effect control and ±100 the full control effect; nearly all actives have a fitted effect of over 55% in size
#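 Screening of the MLSMR collection measured strand separation of a quenched forked DNA duplex (100 nM) by 20 nM WRN with 2 mM ATP, all final. Compounds were preincubated with enzyme 15 min at room temperature.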
# EPAC1 agonist: agonists of human EPAC1; O95398; EPAC1 agonist qHTS, biochemical assay; response scale: 100% = response to 6.5 mM cAMP; Potency, µM (titrated, usually from 154 µM), for inactives: top-dose activation, actives largely listed as activators; 0.073% of 360,000 active; AID 720707; further: potency means the concentration at half of the fitted maximal effect; nearly all actives have a fitted effect of over 60% in size
#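 Nucleotide exchange assay: 100 nM EPAC1 with 250 nM Rap1B loaded with BODIPY-GDP and 50 uM GDP, room temperature. Fluorescence (480/540 nm) read every 5 min for 30 min; signal change normalized to 6.5 mM cAMP as full agonist.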
# EPAC2 antag: EPAC2 (human) antagonism. Q8WZA2. EPAC2 GEF exchange of Rap1B-BODIPY-GDP, fluorescence. Potency, µM (top dose mostly 114 µM), inactives show at the top dose activity, negative = inhibition, usual class: inhibitors. 0.18% of 360,000 active; further: potency means the concentration at half of the fitted maximal effect; on the % scale 0 is the no-effect control and ±100 the full control effect; nearly all actives have a fitted effect of over 45% in size; many of its hits are not listed in these tables
# Target sequence (Q8WZA2 whole entry, looked up): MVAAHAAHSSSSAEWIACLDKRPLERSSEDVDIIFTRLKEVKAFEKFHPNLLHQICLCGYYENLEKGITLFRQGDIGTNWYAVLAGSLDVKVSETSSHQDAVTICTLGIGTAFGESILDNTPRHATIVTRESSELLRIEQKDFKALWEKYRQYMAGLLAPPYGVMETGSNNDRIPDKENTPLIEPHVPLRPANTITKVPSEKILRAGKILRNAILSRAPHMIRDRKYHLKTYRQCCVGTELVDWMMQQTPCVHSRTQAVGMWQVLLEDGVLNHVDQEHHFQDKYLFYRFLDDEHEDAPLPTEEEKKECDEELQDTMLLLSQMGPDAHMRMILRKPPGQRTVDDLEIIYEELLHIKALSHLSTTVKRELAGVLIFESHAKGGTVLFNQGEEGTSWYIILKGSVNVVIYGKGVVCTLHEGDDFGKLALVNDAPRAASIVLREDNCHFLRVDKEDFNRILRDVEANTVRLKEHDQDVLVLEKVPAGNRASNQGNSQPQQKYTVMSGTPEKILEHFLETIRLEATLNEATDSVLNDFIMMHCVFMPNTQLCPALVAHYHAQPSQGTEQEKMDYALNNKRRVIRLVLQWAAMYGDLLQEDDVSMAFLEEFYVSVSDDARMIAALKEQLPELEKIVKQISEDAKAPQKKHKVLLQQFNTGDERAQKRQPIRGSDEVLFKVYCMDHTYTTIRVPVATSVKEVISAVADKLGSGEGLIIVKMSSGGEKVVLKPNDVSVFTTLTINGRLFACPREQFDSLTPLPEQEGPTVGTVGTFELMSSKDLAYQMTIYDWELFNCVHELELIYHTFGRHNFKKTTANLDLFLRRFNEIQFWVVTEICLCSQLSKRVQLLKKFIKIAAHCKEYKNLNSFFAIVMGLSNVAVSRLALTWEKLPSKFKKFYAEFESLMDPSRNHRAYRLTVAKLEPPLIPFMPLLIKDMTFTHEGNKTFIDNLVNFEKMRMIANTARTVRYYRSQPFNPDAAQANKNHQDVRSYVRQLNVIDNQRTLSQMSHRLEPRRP
# PI5P4K alpha inh: inhibitors of human PI5P4K alpha; P48426; PI5P4Kalpha enzyme, ADP-Glo luminescence, 60 min; active compounds read low; max response, %; 1.2% of 330,000 active; AID 652105; active means max response of -50% or lower; inconclusive means between -30% and -50%; inactive means -30% or higher; further: value at the top dose of about 77 µM; on the % scale 0 is the no-effect control and ±100 the full control effect
#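 Quantitative HTS of the MLSMR library against PI5P4Kalpha with substrate. ATP added last at 5 microM final; room temperature, 60 minutes. Remaining ATP depleted, ADP converted and read as luminescence.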
# EPAC1 antag: antagonists of human EPAC1 | EPAC1 GEF assay, Rap1b-BODIPY-GDP exchange fluorescence | Potency, µM (highest dose often 115 µM), inactives show at the highest dose activity change, negative = inhibition, actives largely listed as inhibitors | 0.14% of 360,000 active | AID 720709;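 further: potency means the concentration at half of the fitted maximal effect; plate controls were vehicle for no effect and positive control for full effect; nearly all actives have a fitted effect of over 50% in size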
# PLK1 PBD inh: PLK1 (human) polo-box domain binding inhibition; P53350; Plk1 PBD binding of FITC phosphopeptide, fluorescence polarization; Potency, µM, inactives show max response, negative = inhibition, usual class: inhibitors; 2.8% of 360,000 active; AID 720504; further: potency means the concentration at half of the fitted maximal effect; series mostly up to about 57 µM; on the % scale 0 is the no-effect control and ±100 the full control effect; nearly all actives have a fitted effect of over 65% in size
# * hit, by the source's call; ? = inconclusive; / = no result given; [ ] = remark or other dose. Unless noted, the call rests on the fitted dose curve; in most records, active means well fitted curve in the direction sought with a large enough effect; inconclusive means small, poorly fitted or top-dose-only effect, or another doubt; inactive means no such curve, though single readings can be large; an effect the other way counts as inactive or inconclusive. Not all compounds are listed (hit frequency here may not be typical).
# Second line of a record – WRN helicase inh	CCT modulator	PI5P4K alpha inh	PLK1 PBD inh	MmCpn inh	EPAC1 antag	EPAC2 antag	EPAC1 agonist
c1csc(-c2noc(CN3CCOCC3)n2)c1
→ -1%	1.4	-1	-1%	1%	4%	3%	8%
Cc1ncoc1C(=O)NC1CC(C)(C)Cc2c1cnn2-c1ccccc1 (centres undefined)
→ -7%	-3.6	1	-3%	2%	-6%	11%	17%
CC(=O)C1=C(O)C(=O)N(CCC(=O)O)C1c1ccc(Cl)cc1Cl (centres undefined)
→ 0%	-0.9	/	0%	-13%	2%	-1%	4%
O=C(CCCc1nc2ccccc2s1)NC(c1ccccc1)c1ccccc1
→ -7%	0.4	11	-7%	-1%	-4%	25%	-10%
COc1cc(C2NC(=O)NC(C)=C2C(=O)OCC2CCCCC2)cc(Cl)c1O (centres undefined)
→ 6%	-1.6	11	-6%	-3%	-7%	-16%	8%
COc1ccc(CC(=O)N(C)CC(=O)Nc2ccccc2Cl)cc1S(=O)(=O)N1CCOCC1
→ 13%	-4.4	2	-5%	-1%	-2%	13%	-3%
Cc1ccc(C)c(S(=O)(=O)N2CCN(CC(=O)Nc3sccc3C#N)CC2)c1
→ -27%	0.3	-28	-1%	-28%	7%	7%	10%
Cc1c(Cl)cccc1NC(=O)Nc1ccc(C(N)=O)cc1
→ -5%	-0.3	-6	1%	1%	7%	-23%	1%
Cc1ccc(NC(=O)COC(=O)CCC(=O)c2cccs2)c(Br)c1
→ -10%	-0.9	-2	4%	-3%	-4%	-3%	7%
CCOC(=O)C1(CC2CCCCO2)CCN(C2CCSCC2)CC1 (centres undefined)
→ -3%	-1.5	3	-8%	1%	-9%	1%	-2%
Brc1cccc(OCCCN2CCCCCC2)c1
→ 4%	0.2	1	-8%	0%	11%	26%	-4%
Cc1ccccc1NC(=S)NC(NC(=O)C(C)(C)C)C(Cl)(Cl)Cl (centres undefined)
→ 9%	-3.4	-4	-1%	1%	3%	2%	-8%
O=c1c2ccccc2nc(-c2ccccc2)n1Cc1ccccc1
→ -7%	-3.7	-4	-9%	-1%	-19%	-25%	12%
O=C(N=Nc1c(O)[nH]c2ccc([N+](=O)[O-])cc12)c1ccccc1Cl
→ -7%[11.6 µM]	0.6	0	?	-2%	11%	-4%	-8%
CCCN(CCC)Cc1c(C(=O)N/N=C/c2cccs2)nnn1-c1nonc1N
→ -17%	-1.7	-4	-7%	0%	-13%	-17%	3%
O=C1C2C(C(=O)N1c1nccs1)C1C=CC2C12CC2 (centres undefined)
→ 1%	1.2	0	-10%	0%	-17%	-2%[57.1 µM]	-5%
CC(OC(=O)c1ccc(Cl)cc1)C(=O)NCc1ccc2c(c1)OCO2 (centres undefined)
→ -4%	-0.9	-4	2%	0%	11%	3%	-1%
O=S(=O)(Nc1ccc(-n2cnnn2)cc1)c1cccc(F)c1
→ 7%	-0.6	-6	-1%	0%	9%	-3%	5%
Cc1sc2ncnc(N3CCC(C(=O)Nc4nc5ccc(Cl)cc5s4)CC3)c2c1C
→ -14%	-3.1	-1	-6%	-11%	-13%	1%	9%
Cc1cccc(N2C(=O)CC(SC(=Nc3ccccc3)Nc3ccccc3)C2=O)c1 (centres undefined)
→ -5%	-0.7	15	0%	1%	-9%	-13%	9%
COC(=O)Nc1nc(-c2ccccc2)c(C(=O)c2ccccc2)s1
→ -3%	-9.0	3	-5%	-18%	0%	5%	17%
COc1ccccc1C(=O)O/N=C(\c1ccccc1)c1ccncc1
→ -9%	0.5	6	1%	2%	-16%	-12%	-3%
O=C(COc1ccc2ccc(=O)oc2c1)N1CC[C@@]2(O)CCCC[C@H]2C1
→ 8%	-0.7	-2	-1%	3%	1%	-4%	-1%
COc1cc(-c2noc(C)c2-c2ccc(N(C)C)nc2)cc(OC)c1OC
→ -4%	0.4	7	-3%	-2%	-4%	-10%	6%
CC(C)(C)c1ccc(OCC(=O)N/N=C/c2cc(Br)ccc2OC(=O)c2ccco2)cc1
→ -27%	-2.7	4	-7%	0%	4%	-5%	-5%
COc1ccc(O)c(/C=N/NC(=S)Nc2cccnc2)c1
→ -1%	-3.2	-18	-9%	-4%	?	3%	4%
CC(C)CC(C(=O)NC1CCCC1)N(Cc1ccc2c(c1)OCO2)C(=O)c1snc(C(N)=O)c1N (centres undefined)
→ 0%	-0.6	1	3%	-1%	1%	1%	8%
CCN1CCN(C(=S)Nc2ccc3nc(N4CCN(CC)CC4)cc(C)c3c2)CC1
→ ?	-1.2	3	-20%	-2%	2%	-2%	4%
COc1cccc(NC(=O)CSc2nnc(NC(=O)c3ccco3)s2)c1
→ -16%	0.6	-17	-1%	-3%	1%	-4%	5%
Cn1c(=O)[nH]c(=O)c2c1nc(NCCCO)n2CCOc1ccccc1
→ 4%	-5.5	0	-4%	-2%	-10%	-1%	1%
COc1cccc(NC(=O)CN(c2ccc3c(c2)OCO3)S(C)(=O)=O)c1
→ -22%	-1.3	-29	?	2%	4%	-6%	11%
CCCCOc1ccc(-c2nc(SCC(N)=O)n[nH]2)cc1
→ 1%	-2.3	-7	-1%	-1%	2%	8%	-1%
CCc1c(C)nc(SCC(=O)c2cccs2)c(C#N)c1C
→ -6%	-2.1	/	-10%	-1%	-7%	10%	-26%
Cc1c(C(=O)N2CCCCC2)c(S(=O)(=O)N2CCC(C)CC2)c(C)n1C
→ 3%	-6.5	-5	21µM*	4%	-28%	-3%	-11%
CC1(C)N=C(N)NC(Nc2ccccc2Cl)=N1
→ 0%	-1.2	2	-7%	3%	5%	-5%	13%
COc1ccc(OC)c(NC(=O)CSc2nnc(Cn3c(=O)sc4ccccc43)n2C)c1
→ 7%	-0.2	0	-4%	-2%	0%	8%	-3%
CNC(=O)/C(C#N)=C\c1ccc(CNS(=O)(=O)c2ccccc2)o1
→ -19%	-2.6	-5	-11%	-13%	-11%	-2%	9%
CCc1cccc(C)c1NC(=O)CN(C)Cc1ccc(Br)cc1
→ 3%	-2.6	-5	-13%	2%	-3%	-27%	2%
COc1ccccc1N(C)S(=O)(=O)c1ccc(C(=O)Nc2cc(OC)c(OC)c(OC)c2)cc1
→ -6%	0.5	0	4%	/	-22%	-5%	1%
O=C(Nc1nccs1)c1c(O)c2c([nH]c1=O)CCCC2
→ 5%	0.8	0	9%	-2%	8%	13%	2%
COCC(=O)N/N=C/c1ccc(Sc2nc3ccccc3s2)o1
→ -6%	0.2	-3	-18%	0%	2%	-2%	1%
O=C1Nc2ccc(Br)cc2C1=Nc1cccnc1
→ -12%	-1.0	-11	?	1%	3%	-3%	2%
O=C(O)C[C@@H](O)C(=O)O
→ 7%	-0.9	2	5%	-2%	2%	9%	-9%
N#C/C(=C\N1CCOCC1)C(N)=O
→ 19%	0.3	1	-5%	-3%	7%	1%	4%
O=C(NC1CC1)C1CC(=O)N(C2CCCCC2)C1 (centres undefined)
→ -7%	-3.1	/	0%	-1%	5%	0%	9%
CCOc1ccc2nc(COC(=O)c3cccs3)c(C(C)=O)[n+]([O-])c2c1
→ -11%	1.1	9	-2%	-3%	-10%	-15%	5%
O=C(O)CCCN1C(=O)c2ccc(Oc3cccc([N+](=O)[O-])c3)cc2C1=O
→ -5%	-0.5	0	-10%	-1%	-14%	-7%	12%
O=C(NCCNC(=O)c1ccco1)c1ccc(F)cc1
→ -5%	1.3	3	-10%	3%	2%	7%	10%
CC1(C(=O)NCCCN2CCOCC2)Oc2cccnc2NC1=O (centres undefined)
→ 1%	-1.0	-10	-9%	1%	-18%	2%	6%
COc1cc(/C=C\C(=O)NCc2ccc3c(c2)cc(C)n3C)cc(OC)c1OC
→ -33%	-3.6	-2	-8%	-19%	5%	-4%	7%
Brc1cnc2nc(SC/C=C/c3ccccc3)[nH]c2c1
→ -6%	-0.7	1	-14%	-1%	2%	-1%	1%
O=C(Cc1ccccc1)NCC(=O)Nc1cccc(Cl)c1
→ -8%	-1.4	9	3%	-2%	-17%	-6%	-4%
Cc1ccc(S(=O)(=O)NCC(=O)N(CC(=O)NCC2CCCO2)C2CCCC2)cc1 (centres undefined)
→ 4%	-1.9	2	-16%	0%	-2%	-4%	2%
COCCCNC(=O)CN1C(=O)CSc2ncccc21
→ -7%	1.1	0	-3%	-3%	-23%	-2%	-11%
Cc1ccc2nc(-c3ccccc3N)[nH]c2c1
→ -10%	-0.8	1	30µM*	-9%	-2%	3%	0%
COc1ccc(N2CCN(C(=O)Cc3csc(NC(=O)Nc4ccccc4OC)n3)CC2)cc1
→ 2%	-1.1	-4	-2%	-1%	-23%	-3%	-4%
Cc1ccc(C2=NN(C(=O)c3ccccc3F)C(c3ccccc3F)C2)cc1 (centres undefined)
→ -12%	-1.3	0	?	-3%	?	-18%	9%
CCn1c(SCC(=O)Nc2ccc(OC)c(OC)c2)nnc1-c1c[nH]c2ccccc12
→ 0%	-1.4	1	-12%	-1%	1%	0%	-7%
Cc1cnc(C(=O)OCC(=O)Nc2ccc3c(c2)OCCO3)cn1
→ -13%	0.9	-9	1%	1%	7%	10%	0%
CC(C)OP(=O)(CCP(=O)(OC(C)C)OC(C)C)OC(C)C
→ -6%	1.2	7	3%	-1%	-7%	3%	-11%

# Following part.
# Second line of a record – WRN helicase inh	CCT modulator	PI5P4K alpha inh	PLK1 PBD inh	MmCpn inh	EPAC1 antag	EPAC2 antag	EPAC1 agonist
C=CCN(C)CC/C=C1\c2ccccc2CSc2ccccc21
→ -2%	-1.0	-1	1%	0%	1%	6%	7%
O=C(C(=O)N1CCC(Cc2ccccc2)CC1)c1cccc(Br)c1
→ -2%	/	2	-17%	/	-7%	6%	10%
OC1CCN(c2c3c(nc4cc(-c5ccc(F)cc5)nn24)CCC3)CC1
→ -1%	-0.4	0	-6%	-9%	-4%	-2%	0%
CCCCn1c(N)c(N(CCOC)C(=O)c2ccc3c(c2)C(=O)N(c2ccccc2Cl)C3=O)c(=O)[nH]c1=O
→ 0%	-1.3	0	2%	-1%	-26%	-3%	10%
O=C(/C=C/c1cccc([N+](=O)[O-])c1)Nc1ccc(Cl)cn1
→ 8%	1.9	-1	?	-5%	1%	0%[57.1 µM]	-9%
Cc1sc2nc(SCC(=O)Nc3ccccc3F)[nH]c(=O)c2c1C
→ 6%	1.2	-3	-27%	-7%	9%	-7%	5%

# Single records, from the list above. Values in the order: WRN helicase inh	CCT modulator	PI5P4K alpha inh	PLK1 PBD inh	MmCpn inh	EPAC1 antag	EPAC2 antag	EPAC1 agonist
# N#C/C(=C\N1CCOCC1)C(N)=O is entered as 19%	0.3	1	-5%	-3%	7%	1%	4%
# COc1cccc(NC(=O)CN(c2ccc3c(c2)OCO3)S(C)(=O)=O)c1 is entered as -22%	-1.3	-29	?	2%	4%	-6%	11%
